ALOX12 inh = Primary qHTS assay for inhibitors of human arachidonate 12S-lipoxygenase (ALOX12): Round 2 | Polyunsaturated fatty acid lipoxygenase ALOX12 (Homo sapiens), P18054 | purified 12hLO, xylenol orange hydroperoxide absorbance | Potency, µM (titrated, usually from 108 µM), for inactives: at the top dose activity change, negative = inhibition, most hits filed as inhibitors | hit rate 1.1% among 580,000; active means well fitted inhibition curve with a large enough effect; inconclusive means small, poorly fitted or top-dose-only effect, or another doubt; inactive means no such curve, though single readings can be large or run the other way
Target sequence (P18054 whole entry, looked up): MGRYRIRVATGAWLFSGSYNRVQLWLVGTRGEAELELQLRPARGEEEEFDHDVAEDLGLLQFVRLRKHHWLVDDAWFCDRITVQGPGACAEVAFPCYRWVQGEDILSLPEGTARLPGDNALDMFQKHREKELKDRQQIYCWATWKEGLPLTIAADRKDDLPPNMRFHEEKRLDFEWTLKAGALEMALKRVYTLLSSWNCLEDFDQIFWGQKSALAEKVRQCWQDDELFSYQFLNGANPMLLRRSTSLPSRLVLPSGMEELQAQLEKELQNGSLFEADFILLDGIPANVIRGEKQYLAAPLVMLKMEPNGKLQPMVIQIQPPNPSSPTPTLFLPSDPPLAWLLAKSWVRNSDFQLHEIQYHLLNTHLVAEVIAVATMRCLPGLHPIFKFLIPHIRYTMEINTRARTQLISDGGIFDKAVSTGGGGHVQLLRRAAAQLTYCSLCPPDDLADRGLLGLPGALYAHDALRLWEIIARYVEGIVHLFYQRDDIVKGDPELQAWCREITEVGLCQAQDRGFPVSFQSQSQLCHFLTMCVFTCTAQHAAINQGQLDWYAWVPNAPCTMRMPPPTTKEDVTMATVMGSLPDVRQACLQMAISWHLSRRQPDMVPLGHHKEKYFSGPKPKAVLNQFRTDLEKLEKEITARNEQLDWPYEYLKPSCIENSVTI
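Purified human 12hLO at 150 nM in 25 mM Hepes, 0.01% Triton X-100, pH 7.0, preincubated 15 min at room temperature with compound. Reaction started with 40 uM arachidonic acid, 30 min at room temperature. Hydroperoxide measured by Fe-xylenol orange, 573/405 nm absorbance ratio.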
* marks the source's active call; other numbers are inactive results; ? = inconclusive; [ ] = remark or other dose. On the % scale 0 is the no-effect control and ±100 the full control effect; potency means the concentration at half of the fitted maximal effect. This is a subset. The share of hits here may be higher or lower than overall.

SMILES	ALOX12 inh
Cc1cn2cc(CNC(=O)c3ccc(CN4CCCN(C)CC4)[nH]c3=O)nc2s1	72%[activator]
O=C(NCC1(COc2cnccn2)C[C@@H](O)[C@@H](O)C1)c1ccc(F)cc1 (stereo not given in full)	?
CC(C)(C)c1ccc(-c2nc(C#N)c(NCCN3CCOCC3)o2)cc1	?
CN(C)C[C@@H]1CN(C)C[C@H]1NC(=O)c1cnccn1	159%[activator]
O=C(CCC[C@@H]1[C@H]2CCCN3CCC[C@@H](CN1C(=O)NC1CCCCC1)[C@@H]23)NCC1CC1	51%[activator]
O=S(=O)(N1CCCCC1)N1CCOC(Cc2ccccc2Cl)C1 (stereo not given)	?
CN1CC2(CCN(c3nc(-c4ccccc4)no3)CC2)CC(c2ccccc2)C1=O (stereo not given)	21%
O=C(NCC#Cc1cccc(C(F)(F)F)c1)NC1CCN(Cc2ccccn2)CC1	1%
CNC(=O)[C@@H]1C[C@@H](n2cc(CNC(=O)Cc3ccccc3)nn2)CN1	-3%
N#Cc1ccnc(N2CCN(C(=O)Nc3cccnc3)CC2)c1	-2%
CC(C)=CC(=O)CC(O)(c1ccccc1)c1ccccc1	-30%
COc1ccc(/C=C2\Oc3cc(OS(=O)(=O)c4ccc(OC)cc4)ccc3C2=O)cc1	-6%
COc1ccc(-c2ccnc(N[C@H]3CO[C@H]4[C@@H]3OC[C@H]4OC(=O)Nc3cccc(C(F)(F)F)c3)n2)cc1	17%
Cc1ccc(C(=O)NCc2cc(-c3nn(C)c(=O)c4ccccc34)ccc2C)cc1	-8%
Cc1cc(C)cc(CC(CC(=O)O)C(=O)O)c1 (stereo not given)	-55%
O=S(=O)(Nc1nc2ccccc2nc1N1CCN(c2ncccn2)CC1)c1ccccc1	-22%
Cc1cc(C(F)(F)F)nn1CC(=O)NC1CCc2nnc(C3CC3)n2CC1 (stereo not given)	43%[activator]
CC(C)(O)c1cc2nc(-c3cnc(N)nc3)nc(N3CCOCC3)c2s1	2%[57.4 µM]
CCSc1nc2ncn(CC(=O)Nc3cc(F)ccc3F)c(=O)c2s1	-5%
CC1(C)CC(=C2C3C=CC2C2C(=C4CC(C)(C)NC(C)(C)C4)C=CC32)CC(C)(C)N1 (stereo not given)	34%
C=CCNS(=O)(=O)c1ccc(C(=O)NC(C)c2ncnn2CCC)cc1 (stereo not given)	11%
COCc1[nH]nc2c1C(c1ccc(Br)cc1)N(c1ccc(OC)cc1)C2=O (stereo not given)	?
Cc1nccn1CCNC(=O)CCC[C@H]1NC[C@@H]2C[C@H]1CN(Cc1ccccc1)C2	11%
CC(O)CNS(=O)(=O)c1ccc(C(C)(C)C)cc1 (stereo not given)	?
CCCCCCc1cc2c3c(c(=O)oc2cc1OCC(=O)C(C)(C)C)CCCC3	22%
COc1ccc(CNC(=O)N2CCC(Cc3ncc(C)n3C(C)C)C2)cc1 (stereo not given)	11%
O=C(NCc1ccncc1)C(=O)N1CCN(C(=O)c2cc3ccccc3[nH]2)CC1	47%[activator]
COc1ccc(NC(=O)CC2CCCN(c3cnn(CC4CC4)c(=O)c3)C2)cc1 (stereo not given)	-13%
FC(F)(F)c1cccc(CN2CCOC[C@H](Oc3cccnc3)C2)c1	8%[176 µM]
CC1CCCN(C(=O)c2cc(-c3cnn(CCO)c3)nc3cc(Cl)ccc23)C1 (stereo not given)	23%
CN(C)CCN(C)[C@H]1[C@@H]2OC[C@@H](O2)[C@@H](NC(=O)Nc2cccc(C#N)c2)[C@@H]1O	49%[activator][176 µM]
O=C(NCc1ccccc1)[C@H]1CCCN1C(=O)[C@H]1CCCN1C(=O)N1CCCCC1	4%
O=C(C1CC2(CCNCC2)CN1)N1CCC(c2nc3ccccc3[nH]2)CC1 (stereo not given)	18%
Cc1ccc(O)c(NC(=O)COc2ccc3c(=O)c(-c4ccccc4)c(C)oc3c2)c1	-41%
COc1cc(F)c(S(=O)(=O)Nc2ccccc2-c2n[nH]c(C3CC3)n2)cc1OC	12%
COc1ccc(-c2cc(N3CCN(C(=O)c4ccc(Cl)cc4OC)CC3)n[nH]2)cc1	-2%
COc1ccccc1NC(=O)CSc1nc(N2CCCC2)c2c(c1C#N)CCCC2	11%
O=C1c2cc(N3CCOCC3)nc(-c3ccccc3)c2CN1Cc1ccccc1	-5%[176 µM]
CCn1nccc1C(=O)N1CCC(Cc2ccc(C(=O)NCCOC)cc2)CC1	63%[activator]
CCCCCCOC(=O)NC(=N)c1ccc(NCc2nc3cc(C(=O)N(CCC(=O)OCC)c4ccccn4)ccc3n2C)cc1	-5%[22.9 µM]

A section taken from the entries so far:
SMILES	ALOX12 inh
CCCCCCc1cc2c3c(c(=O)oc2cc1OCC(=O)C(C)(C)C)CCCC3	22%
COc1ccc(CNC(=O)N2CCC(Cc3ncc(C)n3C(C)C)C2)cc1 (stereo not given)	11%
O=C(NCc1ccncc1)C(=O)N1CCN(C(=O)c2cc3ccccc3[nH]2)CC1	47%[activator]
COc1ccc(NC(=O)CC2CCCN(c3cnn(CC4CC4)c(=O)c3)C2)cc1 (stereo not given)	-13%
FC(F)(F)c1cccc(CN2CCOC[C@H](Oc3cccnc3)C2)c1	8%[176 µM]

Carrying on.
SMILES	ALOX12 inh
O=C(Cc1c[nH]c2ccccc12)OCc1ccc(Cl)cc1Cl	?
Cc1cnc(C(=O)NC2C[C@H]3CC[C@@H](C2)N3S(=O)(=O)c2ccccc2)cn1 (stereo not given in full)	27%
Cc1oc(C(O)c2cccc(O)c2)nc1C(=O)Nc1ccccc1 (stereo not given)	5%[176 µM]
CC(=O)N1CC2(CCN(Cc3cncn3C3CC3)CC2)CC1C(=O)O (stereo not given)	7%
O=S1(=O)N[C@H](c2ccccc2)COc2cc(Br)ccc21	-13%
CC(C)C(NC(=O)c1ccc(F)cc1)C(=O)NN (stereo not given)	-22%
CCN1CCN(c2c([N+](=O)[O-])cnc3ccc(Br)cc23)CC1	2%
CCCCCCn1nc(C(=O)OCC(=O)N(C)c2ccccc2)c2ccccc2c1=O	?
COc1ccccc1CNc1cc(-c2ccccc2OC)ncn1	-3%
COc1ccc(Cl)cc1NC(=O)N1CCCC(Cn2cnc3cccnc32)C1 (stereo not given)	46%[activator]
CC(OC(=O)c1ccccc1Cc1ccccc1)C(=O)NC(N)=O (stereo not given)	22%
Cc1noc(-c2cccn3c(CNC(=O)c4ccccc4)nnc23)n1	65%[activator]
Cc1nnc2n1CCC(N(C)C(=O)Cc1ccccc1F)CC2 (stereo not given)	31%[activator]
O=C(NCc1ccccn1)C1c2ccccc2C(=O)N(C2CCCC2)C12CCCC2 (stereo not given)	36%[activator]
COCCn1nc2n(c1=O)CCN(C(=O)c1ccco1)CC2	15%
CC(C)CC(=O)N1CCCCCC1CN1CCOCC1 (stereo not given)	12%
Cc1ccc(-c2nc(C(=O)N3CCN(c4ccc(Cl)cc4)CC3)no2)cc1	41%[activator]
C=CC[C@H]1CC(C)=C[C@H](CC=C)N1Cc1ccc(CN(C)S(C)(=O)=O)o1	107%[activator]
O=C(Nc1ccc(OCCc2ccccc2)cc1)c1ccccc1	8%
COc1cccc(OCc2nnc(C(=O)N3CCC[C@@H]3c3nc4ccccc4[nH]3)n2-c2ccccc2)c1OC	46%[activator]

Looked up by structure from the list above, 6 records:
SMILES	ALOX12 inh
Cc1ccc(-c2nc(C(=O)N3CCN(c4ccc(Cl)cc4)CC3)no2)cc1	41%[activator]
CC(C)(C)c1ccc(-c2nc(C#N)c(NCCN3CCOCC3)o2)cc1	?
Cc1nnc2n1CCC(N(C)C(=O)Cc1ccccc1F)CC2 (stereo not given)	31%[activator]
COc1ccccc1NC(=O)CSc1nc(N2CCCC2)c2c(c1C#N)CCCC2	11%
CN(C)C[C@@H]1CN(C)C[C@H]1NC(=O)c1cnccn1	159%[activator]
O=C(C1CC2(CCNCC2)CN1)N1CCC(c2nc3ccccc3[nH]2)CC1 (stereo not given)	18%

Additional structures:
SMILES	ALOX12 inh
CCOc1ccc(C2CC(c3ccccc3NS(C)(=O)=O)=NN2C(=O)CC)cc1 (stereo not given)	12%
CNc1cc(C2CC(NS(=O)(=O)c3c(C)noc3C)C2)nc(N)n1 (stereo not given)	2%
CCn1cc(S(=O)(=O)Nc2ccc(F)c(F)c2)cn1	23%
CC(C)NC(=O)c1ccccc1OCC1CCCN(Cc2cccnc2)C1 (stereo not given)	19%
O=C(Cc1c(Cl)cccc1Cl)N1CCN(c2ccccc2O)CC1	?
COCCNC(=O)c1cccc2c1CCN2C(=O)C1CC1	55%[activator]
CCNc1ncc2nc(-c3ccc(Cl)cc3)c(=O)n(Cc3ccc(F)cc3)c2n1	0%
CN(C)C(=S)c1ccc2c(c1)OCO2	21%
O=C(C1CC1)N(Cc1ccc2c(c1)CN(S(=O)(=O)c1cc(F)cc(F)c1)CCO2)c1ccccc1	-10%
CCc1c(-c2ccc(Br)cc2)ncn1Cc1cccc(-c2ccccc2)c1	?
CCCCNC(=O)c1nc(-c2cccc(C(F)(F)F)c2)oc1-c1ccc(OC(F)(F)F)cc1	-13%
CN(C)C(=O)CC(NC(=O)NCc1ccccc1)c1ccccc1 (stereo not given)	6%
Cc1ccc(S(=O)(=O)N[C@H]2CCC[C@@H]2O)cc1	-6%
O=C(c1nnc(COc2cc(F)cc(F)c2)n1-c1ccccc1)N1CCC[C@@H]1c1cccc(F)c1	55%[activator]
Cc1cnc(C)c(-c2cc(O)c3c(c2)CN(C(=O)c2cc(C)[nH]n2)CCO3)n1	-2%
COc1ccccc1C(=O)N1CCC2(CC1)CC(N1CCN(C)CC1)CCO2 (stereo not given)	35%
CCOC(=O)N1CCN([N+]([O-])=NOc2ccc([N+](=O)[O-])cc2C#N)CC1	16%[57.4 µM]
Cc1ccc(NC(=O)Cn2nc(-c3cccs3)oc2=O)cc1C	?
N#Cc1nc(/C=C/c2cccs2)oc1N1CCCCCC1	7%
Cc1cc(=O)oc2cc(OCC(=O)NC(C)C34CC5CC(CC(C5)C3)C4)ccc12 (stereo not given)	?
O=C1CCN(C(=O)c2ccco2)CCCC(c2nc(-c3ccccc3)no2)CCN1 (stereo not given)	34%[activator]
O=C(Nc1ccc(Cl)cc1C(F)(F)F)c1ccc2ccccc2c1	2%
Cc1nc2n(n1)C(C(=O)Nc1ccc(C)c(C)c1)CC(=O)N2 (stereo not given)	27%
CN(CC(=O)Nc1cc2[nH]c(=O)[nH]c2cc1Br)Cc1ccccc1N1CCCC1	2%
C/C(CC(C)(C)c1ccccc1)=N\NC(=O)CCSc1ccccc1	16%
COC(=O)c1c(NC(=O)c2c(-c3ccccc3)noc2C)sc2c1CCCCC2	2%
COc1ccc2ccccc2c1CN1CCN(c2ncc(Cc3ccccc3)cn2)CC1	-17%
Cc1nc(-c2cccc(F)c2)sc1CCNC(=O)CC(C)(C)C	6%
CN(C)C(C(=O)NCc1nnc2n1CCCC2)c1cccc(F)c1 (stereo not given)	34%[activator]
C[C@@H](NC(=O)Cc1ccccc1)c1onc(-c2ccc(Cl)cc2)c1C(=O)O	18%[176 µM]
O=C1NC(=NC2CCCC2)C2(CCCN(Cc3cccnc3)C2)N1c1cccnc1 (stereo not given)	4%[6.33 µM]
O=C(c1ccc(F)cc1)N1CC(=O)N2[C@@H](CO)[C@@H](c3ccc(Br)cc3)[C@@H]2C1	?
Cc1ncc(CN2CCCC2C(=O)Nc2ccc(-c3cccc(F)c3)cc2)n1C (stereo not given)	45%[activator]
COCCNC(=O)C1CCN(C(=O)c2nnn3c2COC(c2ccc(C)cc2)C3)CC1 (stereo not given)	50%[activator]
Cc1ccccc1CN1CC[C@H](c2nc3ccccc3s2)C1	-7%[176 µM]
O=C(NC(CCCc1ccccc1)c1ccccc1)c1ccc[n+]([O-])c1 (stereo not given)	13%
Cc1sc2ncn(CCC(=O)NC3CCN(Cc4ccccc4)CC3)c(=O)c2c1C	3%
COc1cccc(Nc2ncc3c(n2)C(C)(C(=O)N2CCCC2)CC3)c1 (stereo not given)	18%[176 µM]
Cc1cc(C(=O)NC(C)c2ccccc2Cl)c2cnn(C(C)C)c2n1 (stereo not given)	-12%
O=C(Nc1cc(Cl)ccc1Cl)C12CC3CC(CC(C3)C1)C2	1%
CC(=O)Nc1ccccc1OCC(=O)NC(C)C	-2%
NC(=S)N/N=C/c1ccccc1Cl	?
CC(C)N1C(=O)C2(CCCCC2)C1C(=O)N1CCN(c2ccccc2)CC1 (stereo not given)	-4%
Nc1nccnc1C(=O)NCCc1cccc2cccnc12	19%
O=C(NCc1cccs1)c1cc(-c2cccnc2)nc2ccccc12	?
CC(C)CC(=O)N1CC[C@H]2COC(=O)N2c2cc(F)ccc2C1	12%[176 µM]
O=C(NCCn1ccnc1)c1cn(Cc2ccccc2C(F)(F)F)nn1	13%
CN1CCN(CCOc2ccc3c(=O)c(-c4ccccc4)coc3c2)CC1	6%
COCCc1nncn1C1CCN(S(=O)(=O)c2cc(F)cc(F)c2)CC1	-17%
Cc1nc(-c2ccc(CNC(=O)c3ccc4nc[nH]c4c3)cc2)cs1	11%
CN1Cc2ccc(NCc3ccccc3)nc2C(C)(C(=O)NCc2cccs2)C1 (stereo not given)	12%[176 µM]
c1ccc(-c2noc(CN3CCCC3c3ccsc3)n2)nc1 (stereo not given)	11%
O=C(CCc1ncc(-c2ccc(F)cc2)o1)Nc1nccs1	32%
Cc1cccc2nnc(N3CCCN(C(=O)c4ccccc4Cl)CC3)n12	77%[activator]
COCCCC(=O)Nc1nc(-c2c(C)[nH]c3ccccc23)cs1	0%
CC(C)CN(Cc1cc2ccccc2[nH]c1=O)C(=O)c1ccco1	-21%
COc1ccc(N2CC(C(=O)Nc3c(C)nn(C)c3C)CC2=O)cc1 (stereo not given)	15%
COc1ccc(C(=O)N2CCC3(CC2)CN(c2ccc(-c4ccccc4)cc2)C3)cc1	?

Source: PubChem BioAssay
